ERp5 block: ERp5 (human) disulfide isomerase inhibition | Q15084 | ERp5 insulin aggregation, absorbance 650 nm, 90 min | inhibition, % at 9.99 µM | hit rate 0.05% among 350,000;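 active = mean replicate inhibition above about 25%, with every replicate also reaching it, limit read from the data, passing the limit was not always enough; inconclusive = only one of those two criteria met; inactive = neither criterion met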
Target sequence (Q15084 whole entry, looked up): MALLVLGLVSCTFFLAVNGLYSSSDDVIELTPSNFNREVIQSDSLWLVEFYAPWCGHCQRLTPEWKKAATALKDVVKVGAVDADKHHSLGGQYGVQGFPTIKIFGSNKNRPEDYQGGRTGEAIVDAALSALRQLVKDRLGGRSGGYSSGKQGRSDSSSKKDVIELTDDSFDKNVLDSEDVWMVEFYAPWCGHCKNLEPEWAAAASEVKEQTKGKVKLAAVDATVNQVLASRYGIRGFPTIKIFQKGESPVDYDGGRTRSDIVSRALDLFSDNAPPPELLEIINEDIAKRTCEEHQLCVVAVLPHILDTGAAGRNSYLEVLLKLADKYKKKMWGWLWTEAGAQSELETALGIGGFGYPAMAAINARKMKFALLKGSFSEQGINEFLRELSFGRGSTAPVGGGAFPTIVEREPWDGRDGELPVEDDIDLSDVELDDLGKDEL
DENV2 CPE rescue: DENV2-induced cell death inhibition; DENV2-infected cells, cytopathic effect rescue, plate reader; CPE inhibition, % at 9.99 µM; hit rate 1.7% among 350,000; in the data active = CPE inhibition above about 20%, passing the limit was not always enough; inconclusive = no clear call, values can overlap the other calls; tested in BHK-21 cells;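 also: 0% = median of neutral control wells and 100% = median of positive control wells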
PglD DTNB: inhibitors of Campylobacter jejuni PglD acetyltransferase; purified PglD enzyme, DTNB colorimetric CoA detection; hit rate 0.098% among 360,000; inhibition, % at 12.5 µM; in the data active = inhibition above about 16%, passing the limit was not always enough; inconclusive = no clear call, values can overlap the other calls; also: strong numbers were not always called active
SIRT5 inh: blocks human SIRT5 desuccinylation of peptide; hit rate 1.1% among 330,000; Q9NXA8; AID 652115; Purified SirT5, succinyl-peptide AMC, trypsin-coupled fluorescence; inhibition, % at 15 µM; in the data active = inhibition above about 15%; inconclusive = no clear call, values can overlap the other calls
Target sequence (Q9NXA8 whole entry, looked up): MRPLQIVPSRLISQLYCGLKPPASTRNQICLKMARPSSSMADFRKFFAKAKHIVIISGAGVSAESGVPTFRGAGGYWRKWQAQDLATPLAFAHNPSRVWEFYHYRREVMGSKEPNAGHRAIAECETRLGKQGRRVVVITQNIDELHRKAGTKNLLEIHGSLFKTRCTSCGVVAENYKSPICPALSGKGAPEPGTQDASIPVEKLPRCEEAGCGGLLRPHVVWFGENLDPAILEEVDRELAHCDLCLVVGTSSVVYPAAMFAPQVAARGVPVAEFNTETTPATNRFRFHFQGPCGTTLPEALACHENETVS
Statin myotox sup: suppressors of simvastatin-induced myotoxicity in C2C12 myotubes | ATP luminescence, 48 h; scaled: DMSO 0, geranylgeraniol control 100 | rescue of ATP level, % at 7.49 µM | hit rate 0.78% among 330,000 | AID 602340;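 active = mean ATP rescue above about 67%, or every replicate alone reaching that limit, limit read from the data, passing the limit was not always enough; inconclusive = no clear call, values can overlap the other calls; inactive = mean under the limit and some replicate under it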;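 also: myotubes were challenged with 10 µM simvastatin during compound exposure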
S100A4 inh HTS: inhibitors of human S100A4 binding to myosin IIA peptide; P26447; S100A4/TAMRA-MyoIIA peptide fluorescence polarization; inhibition, % at 10.7 µM; hit rate 0.14% among 360,000; AID 652163;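 active = mean inhibition of at least 70% across replicates, with every replicate also reaching that level; inconclusive = mean inhibition reaches 70% but some replicates fall short; inactive = mean inhibition below 70%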
Target sequence (P26447 whole entry, looked up): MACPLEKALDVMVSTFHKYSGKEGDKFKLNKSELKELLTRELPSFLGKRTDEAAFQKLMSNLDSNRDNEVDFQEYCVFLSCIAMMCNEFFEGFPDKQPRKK
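Test system – S100A4 monomer (human) · Compound – single-point compound testing · Schedule – 5 min incubation before reading · Probe or stimulus – TAMRA-labelled myosin IIA heavy-chain peptide probe, 5 nM · Benchmarks – neutral control DMSO, positive control TFP · Medium – Calcium-containing HEPES buffer, pH 7.2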
E-sel inducer: E-selectin induction on HUVECs; P16581; HUVEC E-selectin immunofluorescence imaging; normalized: neutral wells 0, TNF-alpha wells 100; activation, % at 7.58 µM; hit rate 0.37% among 260,000;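 active = mean E-selectin-positive cell signal at least 10% of the positive control, reached in at least 60% of replicates, without over 20% cell loss; inconclusive = no rule given, readout overlaps actives, possibly toxicity-flagged; inactive = the rest, including those meeting only one limit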;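 also: in these data hits start at about 27%; measured in HUVEC primary endothelial cells; signal is the percent of cells scored E-selectin positive by PE staining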
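Material: HUVEC primary endothelial cells; Amount: 3,000 cells per well; Dosing: single concentration; Medium: EGM-2 growth medium on 0.1% gelatin-coated wells; Read-out basis: percent E-selectin-positive cells; Signal: immunofluorescence imaging; Control set: TNF-alpha, DMSO.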
* = called active by the depositor; ? = inconclusive; . = no result given; & = joins results of further samples. The list is partial. The share of hits here may be higher or lower than overall.

SMILES	ERp5 block	DENV2 CPE rescue	PglD DTNB	SIRT5 inh	Statin myotox sup	S100A4 inh HTS	E-sel inducer
O=C(c1cccc(Cl)c1)N1CCC(N2CCC(C(=O)N3CCCC3)CC2)CC1	2	?	1	-4	3	-15	.
O=C1C=C(c2cccc(CO)c2)C[C@@H](c2ccc(Cl)cc2)C1	3	4	8	.	-5	-5	-0.2
OCCN1CCSC1=S	-3	17	3	-2	7	7	-0.4
Cc1ccc(S(=O)(=O)N(C)C[C@H]2OCCCC[C@H](C)Oc3ccc(NS(=O)(=O)c4cn(C)cn4)cc3C(=O)N([C@H](C)CO)C[C@H]2C)cc1	0	-1	-2	0	.	3	.
O=C(CC(F)(F)F)N1C[C@@H]2[C@H](c3ccccc31)[C@@H](CO)N2CC1CCCCC1	1	3	-2	-2	3	-13	-0.6
Cc1nn(Cc2ccccc2)c(Cl)c1C(=O)NCc1ccco1	-3	-4	3	-1	10	-2	-0.2
CCS(=O)(=O)c1nc(S(=O)(=O)c2ccc(C)cc2)c(N2CCOCC2)s1	-9	7	3	0	8	-1	.
N#Cc1c(NC(=O)c2ccc(N3CCOCC3)c([N+](=O)[O-])c2)sc2c1CCCC2	3	46*	4	0	.	8	.
CSc1ccccc1NC(=O)CN(C)CC(=O)NCc1ccccc1	2	1	.	.	.	5	-0.9
Cc1cccc(OCC(=O)NNC(=O)c2cc(S(=O)(=O)N(C)C)ccc2N2CCCC2)c1	-3	?	.	3	2	-1	.
O=C(O)[C@@H]1Cc2c([nH]c3ccccc23)C2CCC(=O)N21 (some centres undefined)	0	2	-3	0	-17	-19	0.0
COC(=O)c1ccc(COc2c(F)c(F)cc(F)c2F)o1	2	20	-2	-2	18	1	0.8
COc1ccc(-c2c(C)nc(N)nc2-c2ccc(OC)cc2O)cc1	4	6	2	-2	-1	0	.
CN1CCN(C(=O)c2cc3c(c(-c4cccc(C#CCC5CCCC5)c4)n2)[C@@H](CCO)N(S(=O)C(C)(C)C)C3)CC1 (some centres undefined)	1	8	2	8	.	-71	.
Cc1cccc(NC(=O)CN2C(=O)c3ccccc3C2=O)c1C	-12	4	.	-1	.	7	.
COc1ccc(S(=O)(=O)N(C)C[C@@H]2Oc3c(cccc3N(C)C)C(=O)N([C@@H](C)CO)C[C@H]2C)cc1	-1	-1	0	-8	-21	-9	-0.1
COc1cccc(-c2ccc3c(c2)O[C@@H](CN(C)Cc2cncnc2)[C@@H](C)CN([C@H](C)CO)S3(=O)=O)c1	5&3&1	-4&0&2	1&1&1	-6&-2&4	-18&10&11	-3&-6&-6	0.4&0.3
Cc1noc(C)c1NC(=O)Nc1cccc2c1O[C@H](CN(C)S(=O)(=O)c1ccc(Cl)cc1)[C@H](C)CN([C@H](C)CO)C2=O	18	2	0	5	12	0	-0.3
COC(=O)C1(NC(=O)NC23CC4CC(CC(C4)C2)C3)CCCCC1	1	6	.	-1	.	-1	-0.3
O=Nc1ccc(Cl)cn1	-1	31*	.	.	.	2	-0.1
C[C@@H]1CN([C@H](C)CO)C(=O)c2cc(NC(=O)CCCN(C)C)ccc2O[C@@H](C)CCCCO[C@H]1CN(C)S(=O)(=O)c1cccs1	-2	34*	.	-3	.	-3	-0.1
C/C=C(\C)CN1CCC(n2nccc2NC(=O)c2ccc3c(c2)OCO3)CC1	-4	5	3	1	-2	0	0.4
O=C1NC[C@H](CCCCN2C[C@H](Cc3ccc(O)cc3)N(CC3CCCCC3)C(=O)C2=O)N(Cc2ccccc2)C1=O	1	6	.	3	.	0	0.0
Oc1cc(O)c2c(c1)O[C@H](c1ccc(O)c(O)c1)[C@@H](O)C2	-1	0	5	-2	9	-1	0.4

Brought forward from above: 4 entries, followed by the next part.
SMILES	ERp5 block	DENV2 CPE rescue	PglD DTNB	SIRT5 inh	Statin myotox sup	S100A4 inh HTS	E-sel inducer
C[C@@H]1CN([C@H](C)CO)C(=O)c2cc(NC(=O)CCCN(C)C)ccc2O[C@@H](C)CCCCO[C@H]1CN(C)S(=O)(=O)c1cccs1	-2	34*	.	-3	.	-3	-0.1
C/C=C(\C)CN1CCC(n2nccc2NC(=O)c2ccc3c(c2)OCO3)CC1	-4	5	3	1	-2	0	0.4
O=C1NC[C@H](CCCCN2C[C@H](Cc3ccc(O)cc3)N(CC3CCCCC3)C(=O)C2=O)N(Cc2ccccc2)C1=O	1	6	.	3	.	0	0.0
Oc1cc(O)c2c(c1)O[C@H](c1ccc(O)c(O)c1)[C@@H](O)C2	-1	0	5	-2	9	-1	0.4
NS(=O)(=O)c1ccc(NC(=O)COC(=O)c2ccc(Cl)nc2)cc1	-7	5	.	1	.	-2	.
O=C(C1CCCCC1)N1CC[C@H]2[C@H](CO)Nc3ccc(Br)cc3[C@H]21	7	-7	-1	3	4	-6	0.2
Cn1cnnc1SCC(=O)c1ccc2c(c1)NC(=O)CO2	-2	12	-1	-4	1	-1	.
CC(=O)Nc1ccc(-c2ccnc3c2CC(C)(C(=O)Nc2ccc4c(c2)OCO4)O3)cc1 (centres undefined)	5	18	-3	-8	-11	2	1.0
COC(=O)CNc1cc(S(=O)(=O)N2CCCCC2)ccc1Oc1cccc(C)c1	4	-2	2	-1	-4	-4	.
O=S(=O)(Nc1cc(Sc2cccc3cccnc23)c(O)c2ccccc12)c1ccc(F)cc1	2	-4	.	0	.	0	-1.7
O=C(Nc1cc(C(F)(F)F)ccc1N1CCOCC1)c1ccco1	-2	-1	-8	-2	6	2	.
O=C1OC(c2ccccc2)(c2ccccc2)c2ccccc21	0	2	2	-4	2	15	-0.1
O=c1oc2ccc(NS(=O)(=O)c3cccc4cccnc34)cc2s1	1	0	-6	4	11	2	.
CCCc1nnc(SCC(=O)Nc2ccccc2F)o1	4	-4	-4	0	-4	-35	0.1
COCC1CCCN(C(=O)c2cc(COc3cncc(Cl)c3)on2)C1 (centres undefined)	0	4	3	-3	-11	-2	.
O=C(COC(=O)c1ccc(O)cc1)Nc1ccc2c(c1)OCO2	6	?	-6	-2	1	41	-0.4
Cc1ccc(N(CC(=O)N2CCOCC2)S(C)(=O)=O)cc1C	-3	.	1	-2	-5	7	.
CC(C)C(C(=O)NCc1ccco1)N(CC1CCCO1)C(=O)CNS(=O)(=O)c1ccc(F)cc1 (centres undefined)	2	-4	3	0	4	7	.
COc1ccc(-c2cc(-c3cc(C)ccc3O)[nH]n2)cc1	3	-4	.	-4	.	5	.
O=C([C@@H]1[C@@H](CO)[C@@H]2Cn3c(cccc3=O)[C@@H]2N1CC1CC1)N1CCc2ccccc2C1	4	0	4	1	-13	-1	-0.3
O=C(CSc1nc(O)cc(=O)n1-c1ccccc1)Nc1nc2ccccc2s1	1	7	3	0	.	-5	.
CC(NC(=S)Nc1cccc(F)c1)C(c1cccs1)N1CCOCC1 (centres undefined)	1	-10	6	-4	-6	3	0.1
CCC1(c2ccccc2)NC(=O)N(Cc2ccc(C(=O)OC)cc2)C1=O (centres undefined)	-2	-5	.	-2	.	-1	-0.4
CSCCC1NC2(C(=O)Nc3c(Cl)cccc32)[C@@H]2C(=O)N(C3CCCC3)C(=O)[C@H]12 (some centres undefined)	1	.	-3	-3	2	-1	.
O=C(C[C@@H]1C=C[C@H](NC(=O)Nc2ccc(F)cc2)[C@@H](CO)O1)NCc1cccc(F)c1	.	3	2	-3	0	-19	-0.2
COc1ccccc1CNC(=O)CCC(=O)N1CC(C)Sc2ccccc21 (centres undefined)	0	10	1	-5	-1	-5	0.3
CCS(=O)(=O)N[C@@H]1CC[C@H](CC(=O)NCc2ccc(Cl)cc2)O[C@@H]1CO	5	1	0	0	1	-4	-0.3
COc1ccc(-c2nc(CS(=O)CC(=O)NC3CCC(C)CC3)c(C)o2)cc1OC (centres undefined)	6	-8	0	-3	7	-7	.
COc1ccc(OC)c(-n2c(-c3cccc(C)c3)n[nH]c2=S)c1	-3	.	.	-3	.	-1	.
CCc1c(-c2ccc(OC)cc2)ncn1CCc1ccccc1OC	-5	2	.	.	.	3	-0.1
COc1ccccc1C#Cc1ccc2c(c1)O[C@@H](CN(C)C)[C@@H](C)CN([C@@H](C)CO)S2(=O)=O	2	-5	1	-39	-6	4	0.0
CCc1ccc(N(CC)C(=O)c2ccc3c(Cl)c4c(nc3c2)CCC4)cc1	5	18	-4	1	-5	-3	0.1
O=C(Cc1ccc(Br)cc1)c1ccc(O)cc1O	.	.	4	.	61	48	.
CCn1c(SCC(=O)N2CCN(c3ccccc3)CC2)nnc1-c1ccoc1C	-1	.	3	-1	11	1	.
CC(=O)OC1CC(C)(C)N(OC(=O)CCCN2C(=O)c3ccccc3C2=O)C(C)(C)C1	9	.	-4	-4	.	-9	.
CC(C)c1ccc2nc(NC(=O)C3CC3)sc2c1	3	?	3	0	-42	4	1.5
C[C@@H](O)C#Cc1cnc2c(c1)C(=O)N([C@@H](C)CO)C[C@H](C)[C@H](CN(C)C(=O)Cc1ccncc1)O2	0	3	12	-3	-4	0	-0.7
COc1ccc(CC(=O)OCC(=O)Nc2cccnc2Cl)cc1OC	0	4	11	-1	10	-15	6.0
CC(C)C[C@H](CO)N(Cc1ccccc1)S(=O)(=O)N(Cc1ccccc1)[C@@H](CO)CC(C)C	1	.	-1	1	-2	-7	0.3
Cc1sc2ncnc(N3CCN(Cc4ccccc4)CC3)c2c1-c1ccc(F)cc1	1	-1	6	-1	-14	-2	.
CCOC(=O)N1CCN(C(=O)C(=O)Nc2sc3c(c2C(=O)O)CC(C)(C)OC3)CC1	3	4	11	2	9	0	.
Cc1nc(C(F)(F)F)ccc1C(=O)N1CCC1(C)C(=O)NCc1cccs1 (centres undefined)	-3	?	-1	.	0	14	-0.1
C#CCOCCOCCOCCNc1nc(N2CCN(C(=O)[C@H](CCC(=O)O)n3cc(CN)nn3)CC2)nc(N2CCN(C(=O)[C@H](CCC(=O)O)n3cc(CN)nn3)CC2)n1	6	7	-1	2	14	-7	2.4
O=C(C[C@H]1CC[C@@H]2[C@H](COC[C@@H](O)CN2C(=O)Nc2ccc(F)cc2)O1)NCCCN1CCOCC1	2	?	5	2	-8	0	0.1
CCCCN(CC)CCCNC(=S)Nc1ccc2nc(N3CCN(C)CC3)cc(C)c2c1	5	?	-8	-4	.	3	.
COc1ccc2cc3c(N)nn(C(=O)Cc4ccc(Cl)cc4)c3nc2c1	-4	?	0	-1	27	-3	0.3
COCC(=O)Nc1ccc2c(c1)[C@H]1C[C@@H](CC(=O)NCc3ccc(Cl)cc3)O[C@H](CO)[C@H]1O2	.	-10	-2	.	-1	.	-0.6
Cn1c(COc2ccccc2)nnc1SCC(=O)Nc1ccc(N2CCOCC2)cc1	-3	0	5	3	.	-3	.
NC(=S)N/N=C1\CC(n2nnnc2-c2ccccc2)C2COC1O2 (centres undefined)	3	19	2	-1	1	0	-0.1
O=C(CCSc1ccccc1)Nc1nnc(-c2ccccc2)o1	2	-1	-2	-1	-2	-3	-0.1
O=C(COc1ccccc1F)Nc1nc(-c2ccccn2)cs1	5	-5	.	-4	.	-3	.
COc1ccccc1N1CCN(C(=O)CN(c2ccc(C)c(C)c2)S(C)(=O)=O)CC1	-1	.	3	-6	1	-5	.
C=CCN=C1CC(C)(C)CC(=O)/C1=C(\O)c1ccccc1	4	.	-8	0	4	2	.
O=C(CCC1CCCC1)NNC(=O)c1cccc(Cl)c1	2	2	6	0	-1	-3	-0.5
Cc1ccc(C)c(NC(=O)CN(C)C(=O)c2ccccc2Cc2ccccc2)c1	-7	0	4	-1	3	-4	0.1
CN1CCN(C(=O)CNc2ccc(C(F)(F)F)cc2[N+](=O)[O-])CC1	-6	?	.	2	.	-2	0.2
CN(c1ccc(C(=O)NCc2cccs2)cc1)S(=O)(=O)c1ccccc1	-1	-1	.	.	4	2	5.2

Bioassay records as filed in PubChem BioAssay.
